esBAF inh – SWI/SNF esBAF complex inhibition; AID 602393; reporter increase, % at 12.5 µM; mouse ES cells, Bmi1-luciferase knock-in reporter, 24 h; 100% = twice the neutral-well signal; actives 2% (n = 350,000); in the data active = activation above about 40%;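 also: 0% = median of the plate's neutral control wells and 100% = double that signal; a rise in the Bmi1 reporter signal indicates esBAF inhibition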
ARNT TACC3 PPI – disrupts binding between human ARNT and TACC3; actives 0.66% (n = 390,000); AID 623870; inhibition, % at 9.99 µM; AlphaScreen His-ARNT PAS-B/GST-TACC3 binding, luminescence; TACC3 fragment carries E629A point mutation;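 active = mean inhibition of replicates at least 50% and at least half of replicates each reaching 50%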;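 also: 0% = complete ARNT plus TACC3 wells and 100% = ARNT alone without TACC3; many hits fall short of the cut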
ERAP1 HTS inh – blocks human ERAP1 aminopeptidase activity; Q9NZ08; recombinant ERAP1, Leu-AMC fluorescence, 60 min; inhibition, % at 10.7 µM; actives 0.15% (n = 340,000);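 active = mean replicate inhibition of at least 30%, or all replicates individually reaching that 30% level; inactive = mean below 30% and not every replicate reaching it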;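 also: 0% = neutral control wells and 100% = L-leucinethiol positive control wells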
Xi reactivation – reactivates the inactive X chromosome in mouse fibroblasts; XiGFP mouse fibroblasts, % GFP-positive cells imaging, 3 d; cells co-treated with 5-aza-dC sensitizer; scaled so ellipticine positive control = 100%; activation, % at 7.58 µM; actives 0.055% (n = 360,000); AID 743238;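 active = mean normalized replicate activation at least 10% and every replicate at or above 10%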;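 also: 0% = median of on-plate neutral control wells and 100% = ellipticine 6 µM median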
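Material: SV40-immortalized XiGFP fibroblast cells, line 68-5-11 | Buffer or medium: DMEM containing 5-aza-dC | Dosing: One concentration, pinned | Times: 3 d treatment, 15 min room-temperature fixation | Controls: Ellipticine 6 µM positive control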
CFTR F508del cor – correctors of CFTR F508del function in bronchial epithelial cells; CFBE cells, YFP halide quenching; stimulated with forskolin plus potentiator P3; % fluorescence drop versus neutral controls; activity (quench increase), % at 7.58 µM; actives 0.36% (n = 350,000); AID 720511;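 active = mean added fluorescence quench of at least 8% versus neutral control, with both replicates also reaching 8%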;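 also: cells transiently co-express mutant CFTR-F508del with the halide-sensitive YFP; corrector assay measuring rescue of mutant channel to the surface after 24 h compound exposure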
RAD54 branch – inhibitors of human RAD54 branch migration; Q92698; RAD54 Holliday junction branch migration, FAM/BHQ fluorescence; inhibition, % at 10.4 µM; actives 0.14% (n = 360,000); AID 602329;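 active = mean normalized replicate activity at least 40 and at least half of replicates scoring 40 or more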;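 also: 0% = median of neutral control wells and 100% = median of positive control wells; inhibitors cause a drop in the FAM fluorescence signal; in these data hits start at about 50%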
RAD52 inh – RAD52 (human) annealing inhibition. P43351. recombinant RAD52 DNA annealing, FRET fluorescence. inhibition, % at 18.7 µM. actives 0.46% (n = 360,000);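 active = every replicate showing at least 50% inhibition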
Target sequence (P43351 whole entry, looked up): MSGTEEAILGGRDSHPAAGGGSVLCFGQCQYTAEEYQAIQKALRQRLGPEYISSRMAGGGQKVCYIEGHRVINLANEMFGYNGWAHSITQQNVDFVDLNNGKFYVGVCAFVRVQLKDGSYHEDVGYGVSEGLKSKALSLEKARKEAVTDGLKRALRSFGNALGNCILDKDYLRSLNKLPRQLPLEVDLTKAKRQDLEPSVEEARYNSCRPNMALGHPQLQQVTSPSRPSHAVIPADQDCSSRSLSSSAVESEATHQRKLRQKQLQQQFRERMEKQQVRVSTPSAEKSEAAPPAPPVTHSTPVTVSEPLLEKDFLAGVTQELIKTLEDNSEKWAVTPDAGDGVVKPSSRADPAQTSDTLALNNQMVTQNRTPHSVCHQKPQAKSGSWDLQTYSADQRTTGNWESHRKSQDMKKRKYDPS
INS-1E GSIS act – primary screen for activators of insulin secretion dependent on glucose, INS-1E cells, GLuc reporter luminescence | INS-1E GLuc reporter insulin secretion, 2-3 h | activation, % at 16.6 µM | actives 0.61% (n = 370,000);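 active = lowest replicate activation of at least 40%, so every replicate reaches that level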;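 also: 0% = median of neutral control wells and 100% = median of IBMX positive control wells; some compounds called inactive have numbers as strong as hits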
Starred values were filed as active, the others as inactive; i = inactive; / = not tested or not shown.

SMILES	esBAF inh	ARNT TACC3 PPI	ERAP1 HTS inh	Xi reactivation	CFTR F508del cor	RAD54 branch	RAD52 inh	INS-1E GSIS act
COC(=O)C1=NN[C@H](C(=O)OC)[C@H]1c1ccccc1	/	-3	/	0.1	/	-5	/	17
CCOc1cc(NC(=O)C2CC2)c(OCC)cc1NC(=O)CCn1nnc2ccccc21	/	-8	-2	0.0	/	5	-13	15
Cc1cc(C)c[n+](-c2[nH]c(=O)sc2/C=N/N=C(\N)[S-])c1	/	12	2	0.0	0.0	/	-15	32
S=c1[nH]nc(COc2ccc(Cl)cc2)n1-c1ccc(Cl)cc1	-11	1	1	-0.2	/	5	-11	/
CCCS(=O)(=O)NC(=O)C1(C)CCCN(C(=O)c2cccnc2Oc2ccccc2)C1 (centres undefined)	-4	/	7	0.1	1.6	-3	-9	10
O=C(c1ccc(C(F)(F)F)cc1)N1CCN(c2ccc(N3CCOCC3)nn2)CC1	0	0	-4	-0.1	0.0	-10	-8	-16
Cc1cc(Nc2cccc(C(F)(F)F)c2)cc(=O)n1-c1cccc(C(F)(F)F)c1	/	/	2	0.1	-1.5	/	-60	-6
O=C(C1CCC(Cn2c(=S)[nH]c3ccccc3c2=O)CC1)N1CCN(c2ccccn2)CC1 (centres undefined)	5	-1	8	0.1	0.9	-4	-9	3
COc1ccc(C)cc1NC(=O)Nc1ccc2c(c1)CCC2	/	0	3	0.0	-0.5	7	-6	-10
CN(C)S(=O)(=O)c1ccc(NC(=O)COC(=O)CC2CC3CCC2C3)cc1 (centres undefined)	-5	4	2	-0.1	-1.5	1	-6	-24
Cc1cccc(NC(=O)C2CC(O)CN2C(=O)Oc2ccccc2)c1 (centres undefined)	-2	-1	2	0.0	-1.4	7	-19	10
COc1ccc(S(=O)(=O)N(C)C[C@@H]2OCCCC[C@@H](C)Oc3ccc(NS(=O)(=O)c4c(C)noc4C)cc3C(=O)N([C@H](C)CO)C[C@H]2C)cc1	-1	-1	-1	0.2	-0.6	-6	13	-10
CO[C@H]1CN(C)C(=O)c2cc(NS(C)(=O)=O)ccc2OC[C@H](C)N(CCC(F)(F)F)C[C@@H]1C	0	-2	0	-0.4	0.3	-12	2	0
O=S(=O)(c1ccc(N2CCN(Cc3ccccc3)CC2)nc1)N1CCCC1	-5	3	0	0.1	1.2	-3	-12	0
CNS(=O)(=O)c1ccc(C(=O)NCC(=O)NCCc2ccc3c(c2)OCCO3)cc1	-5	/	-3	0.0	0.5	-5	-9	2
CC1Sc2ccc(S(=O)(=O)CCC(=O)N(C)Cc3ccco3)cc2NC1=O (centres undefined)	5	1	9	0.0	0.5	3	-13	7
Cc1ccc(C(=O)NN2CC(O)=C(c3nc(-c4cccc([N+](=O)[O-])c4)cs3)C2=N)cc1	/	-2	4	0.0	-0.4	/	-4	7
Cc1cccc(S(=O)(=O)N[C@@H]2CC[C@@H](CCn3cc(-c4ccccn4)nn3)O[C@H]2CO)c1	4	/	-1	0.0	2.4	-16	-8	4
C[C@@H]1CN([C@@H](C)CO)C(=O)c2cc(NS(=O)(=O)c3ccccc3)ccc2O[C@H]1CN(C)C	-4	8	0	0.0	-1.2	7	0	21
C/C(N)=C(/C#N)C(=O)COC(=O)c1cccc(O)c1	18	-3	0	-0.1	0.3	/	-6	17
COc1ccc([Si](C)(C)[C@H]2[C@H](CCn3cc(CCO)nn3)O[C@@]3(C(=O)N(C)c4ccccc43)[C@@H]2C)cc1	/	-4	-2	/	4.0	3	14	/
S=C(Nc1ccccc1)N(CCN1CCOCC1)Cc1cccc(Cl)c1	-5	-1	-1	0.0	1.9	-1	4	-8
COc1cccc(NC(=O)CN(C)C(=O)c2ccc(S(=O)(=O)Nc3ccccc3F)cc2)c1	2	7	-3	0.1	2.5	/	-11	4
CCOc1cc(C2C3=C(CC(C)(C)CC3=O)N(CCCOC)C3=C2C(=O)CC(C)(C)C3)ccc1O	-6	-3	6	0.0	/	-8	-8	/
O=C(CN1C(=O)CSc2ccc(S(=O)(=O)N3CCOCC3)cc21)NCCCN1CCc2ccccc2C1	/	4	-3	0.0	-1.7	/	-6	-9
COc1ccc(Cc2ccccc2C(=O)O)cc1	5	5	0	0.0	2.9	-8	-10	19
CC(C)CNS(=O)(=O)c1cc2c3c(c1)CCC(=O)N3CCC2	1	-3	1	0.1	3.5	-8	-3	-3
O=C(CCCc1c[nH]c2ccccc12)Nc1ccc(S(=O)(=O)Nc2ncccn2)cc1	1	-11	-1	-0.1	0.5	1	-44	-2
CCOc1ccc(NC(=O)CN2C(=O)CSc3ccc(S(=O)(=O)N4CCOCC4)cc32)cc1	-1	2	-1	0.0	0.6	0	-8	-14
O=C(Cn1cnc2c(OCc3ccccc3)ncnc21)NCc1ccccc1	1	-4	/	0.7	-4.5	3	-2	-5
CC(=O)N1CC[C@@H]2[C@H](CO)Nc3ccc(-c4cccc(F)c4)cc3[C@@H]21	7	-1	3	0.2	-1.9	6	10	2
COCc1ccc(C(=O)N2CCCC(Nc3ccc(F)c(F)c3)C2)s1 (centres undefined)	-6	1	-4	0.1	-1.6	-10	0	-3
O=C(COC(=O)c1ccc2c(c1)OCCO2)Nc1ccc(F)cc1F	0	12	-2	0.2	-2.7	-4	-6	12
CC1CCN(S(=O)(=O)c2ccc3ncn(CC(=O)N4CCN(C)CC4)c(=O)c3c2)CC1	/	1	-2	0.0	-0.4	/	-13	-3
COC(=O)C1CCN(C(=O)COC(=O)c2ccc(=O)n(Cc3ccccc3)n2)CC1	0	-2	-1	-0.7	0.6	-7	-9	-3
CN(C)CC(=O)N1CC2(C1)[C@H](c1ccccc1)[C@H](CO)N2C(=O)C1CC1	/	/	-2	0.0	2.0	/	-5	11
O=C(Cn1nc(C(=O)O)c2ccccc2c1=O)Nc1cccc(Br)c1	1	-2	2	0.1	1.6	-6	-9	-7
CCC(C)NC(=O)CNC(=S)N(Cc1ccccc1)Cc1cccnc1 (centres undefined)	/	0	0	-0.1	/	-6	-1	/
CCCN1C[C@H](C)[C@@H](OC)CN(C)C(=O)c2ccc(NC(=O)Nc3cccc(F)c3)cc2OC[C@H]1C	2	5	-2	0.0	-0.6	-9	-2	-34
CC(C)c1nc(CNC(=O)C2CCC(=O)N(CCc3cccc(F)c3)C2)cs1 (centres undefined)	-1	-8	1	-0.1	-3.5	5	7	12
O=C(Cc1ccccc1[N+](=O)[O-])NCc1ccncc1	-2	-7	-1	0.1	0.4	7	-12	-2
COc1cccc(CNC(=O)c2ccc(C(=O)NCc3cccc(OC)c3)cc2)c1	-4	-9	1	-0.2	0.8	-2	-3	17
OCCN(Cc1ccccc1)C(=S)Nc1ccc(Cl)cc1Cl	/	-4	1	-1.0	0.3	/	2	-18
CCCCC(=O)Nc1sc(C(=O)N(CC)CC)c(C)c1C(=O)OC	1	1	/	/	/	2	/	-2
CNC[C@H]1Oc2c(NC(=O)Nc3ccc(OC)cc3)cccc2C(=O)N([C@H](C)CO)C[C@H]1C	2	5	0	-1.1	1.4	-1	-11	19
O=C(CSc1nc(-c2ccccc2)c(-c2ccccc2)o1)NC1CCS(=O)(=O)C1 (centres undefined)	/	4	0	0.0	-3.7	/	-5	-4
COCCn1c(SCc2nc3ccccc3c(=O)[nH]2)nc2ccccc2c1=O	-2	25	-7	0.1	1.3	7	-33	22
Cc1ccc(-c2c(C)sc3nc[nH]c(=O)c23)cc1C	1	-2	2	0.2	1.0	4	0	-8

Record cards, as listed above. Order of values: esBAF inh	ARNT TACC3 PPI	ERAP1 HTS inh	Xi reactivation	CFTR F508del cor	RAD54 branch	RAD52 inh	INS-1E GSIS act
COc1cccc(CNC(=O)c2ccc(C(=O)NCc3cccc(OC)c3)cc2)c1 is listed as -4	-9	1	-0.2	0.8	-2	-3	17
O=C(Cn1nc(C(=O)O)c2ccccc2c1=O)Nc1cccc(Br)c1 is listed as 1	-2	2	0.1	1.6	-6	-9	-7
O=C(CSc1nc(-c2ccccc2)c(-c2ccccc2)o1)NC1CCS(=O)(=O)C1 (centres undefined) is listed as /	4	0	0.0	-3.7	/	-5	-4

Further compounds follow:
SMILES	esBAF inh	ARNT TACC3 PPI	ERAP1 HTS inh	Xi reactivation	CFTR F508del cor	RAD54 branch	RAD52 inh	INS-1E GSIS act
COc1ccc(-c2csc(-c3ccccc3)n2)c(OC)c1	/	/	-1	0.0	2.3	/	-20	-7
Cc1ccc(S(=O)(=O)Nc2ccc(-c3cn4ccc(C)cc4n3)cc2)cc1	20	1	-1	0.0	1.3	-2	-6	3
C[C@H](CO)N1C[C@H](C)[C@@H](CN(C)Cc2ccc(Cl)c(Cl)c2)Oc2ccc(NC(=O)C3CCCCC3)cc2CC1=O	2	/	0	0.2	3.7	-1	-12	-24
COc1cccc(NC(=O)c2cc(C(=O)Nc3cccc(OC)c3)n(C)n2)c1	2	3	2	/	/	10	-12	-32
CC1CCCN(S(=O)(=O)c2ccc(NC(=O)CNC3CCCC3)cc2)C1 (centres undefined)	6	3	0	0.2	2.1	4	-8	12
C[C@@H]1CCCCO[C@H](CN(C)Cc2ccc(C(=O)O)cc2)[C@@H](C)CN([C@H](C)CO)C(=O)c2cc(NC(=O)NC3CCCCC3)ccc2O1	-4	6	0	0.0	0.6	-5	8	2
Cc1nnsc1C(=O)N/N=C/c1ccc(OC(F)(F)F)cc1	1	2	-1	0.2	-5.7	-5	-12	-2
CC(C)NC(=O)c1ccc(COc2cccc3ccccc23)o1	-3	/	2	0.1	9.8*	-5	-15	-37
Cc1ccc(NS(=O)(=O)c2ccc(C(=O)N3CC(C)CC(C)C3)cc2)cc1 (centres undefined)	1	-23	-1	-0.6	-5.1	-8	-9	-58
Cc1noc(C)c1COc1ccc(C(=O)NNC(=O)c2ccccc2)cc1	-2	-5	4	0.0	9.6*	/	-8	10
O=C(NCCC1=CCCCC1)C1CCCN(c2nc3ccccc3o2)C1 (centres undefined)	6	0	/	/	/	-11	/	0
Cc1nn(-c2ccccc2)c2sc(C(=O)N(Cc3ccco3)C(C)C(=O)NC(C)(C)C)cc12 (centres undefined)	-1	2	/	/	/	3	/	11
CC(=O)Nc1ccc(C2NC(=O)CCC2[N+](=O)[O-])cc1 (centres undefined)	0	-6	1	0.0	-3.7	-3	-7	11
Cc1ccc(S(=O)(=O)NCC[C@@H]2CC[C@H](NC(=O)NC(C)C)[C@@H](CO)O2)cc1	-3	-13	3	0.8	0.9	-2	-7	-5
O=c1[nH]c(C2CCN(S(=O)(=O)c3ccc4c(c3)OCCO4)CC2)nc2c1nnn2Cc1ccccc1	-1	8	2	0.1	0.9	15	-29	3
O=C(Nc1cccnc1Cl)c1cccs1	2	-11	-7	0.3	1.5	-3	0	35
CC(CN1CCOCC1)OC(=O)c1ccccc1Cl (centres undefined)	3	-1	0	0.1	4.2	-7	-2	3
CSc1ccccc1C(=O)NCc1ccccc1C	-3	-4	0	0.0	0.8	-6	-7	0
COc1ccc(CNC(=O)C(=O)NCC2OCCN2C(=O)c2ccc(OC)cc2)cc1 (centres undefined)	-9	-5	-5	0.1	-2.1	-1	-38	-2
C[n+]1ccc(/C=C/c2c[nH]c3ccccc23)cc1	/	0	10	3.0	/	/	i	-16
COc1ccc(-c2coc3c(C(=O)NCCN4CCOCC4)cccc23)c(C)c1	3	/	4	0.1	0.1	-2	16	-6
O=C(COC(=O)c1c2c(nc3ccccc13)CCN(Cc1ccccc1)C2)Nc1c(F)cccc1F	/	3	-3	0.0	/	-2	-335	12
